Screening results from PubChem BioAssay.
Mtb BioA inh: inhibitors of Mycobacterium tuberculosis BioA enzyme; purified M. tuberculosis BioA enzyme, plate reader; inhibition, % at 9.99 µM; actives 0.096% (n = 360,000); AID 602481; in the data active = inhibition above about 40%
* = called active by the depositor. The list is partial; the hit share may differ from the screen's.

Preview, three compounds:
SMILES	Mtb BioA inh
C[C@@H]1CN([C@H](C)CO)C(=O)c2cccc(NC(=O)C3CCOCC3)c2O[C@H]1CN(C)Cc1ccc(-c2ccccc2)cc1	-0.6
CC(C)NC(=O)N[C@H]1CC[C@H](CCNC(=O)C2CC2)O[C@H]1CO	-0.7
Cc1cccc(S(=O)(=O)N2C[C@H](O)COC[C@H]3O[C@@H](CC(=O)Nc4ccccc4)CC[C@@H]32)c1	0.9

The listing, from the start:
SMILES	Mtb BioA inh
C[C@@H]1CN([C@H](C)CO)C(=O)c2cccc(NC(=O)C3CCOCC3)c2O[C@H]1CN(C)Cc1ccc(-c2ccccc2)cc1	-0.6
CC(C)NC(=O)N[C@H]1CC[C@H](CCNC(=O)C2CC2)O[C@H]1CO	-0.7
Cc1cccc(S(=O)(=O)N2C[C@H](O)COC[C@H]3O[C@@H](CC(=O)Nc4ccccc4)CC[C@@H]32)c1	0.9
O=C(C[C@H]1CC[C@@H]2[C@H](COC[C@H](O)CN2C(=O)Nc2ccc(F)cc2)O1)NCCc1ccccc1	-0.2
C[C@H](O)C#Cc1cnc2c(c1)C(=O)N([C@H](C)CO)C[C@@H](C)[C@H](CN(C)C(=O)c1ccncc1)O2	-2.6
COc1ccccc1-c1ccc2c(c1)O[C@@H](CN(C)C(=O)Nc1ccccc1)[C@@H](C)CN([C@@H](C)CO)S2(=O)=O	-2.5
Cc1noc(C)c1NC(=O)N(C)C[C@@H]1OCc2cn(nn2)CCCC(=O)N([C@@H](C)CO)C[C@H]1C	-2.2
C[C@@H]1CN([C@@H](C)CO)C(=O)c2cc(NC(=O)NC3CCCCC3)ccc2O[C@@H](C)CCCCO[C@@H]1CN(C)Cc1ccncc1	-1.1
COc1ccc(C#Cc2ccc3c(c2)O[C@@H](CN(C)C(=O)Nc2cccc(OC)c2)[C@H](C)CN([C@H](C)CO)S3(=O)=O)cc1	-2.7
C[C@@H]1CN([C@@H](C)CO)C(=O)c2cc(-c3cccc(F)c3)cnc2O[C@H]1CN(C)Cc1ccncc1	0.5
CC(C)CC#Cc1ccc2c(c1)O[C@H](CN(C)C(=O)c1cnccn1)[C@@H](C)CN([C@@H](C)CO)S2(=O)=O	-0.8
COC(=O)C[C@@H]1C[C@@H]2c3cc(NC(=O)c4cccnc4)ccc3O[C@@H]2[C@H](CO)O1	38
COc1ccc(NC(=O)Nc2cccc3c2O[C@H](CN(C)S(=O)(=O)c2ccc(OC)cc2)[C@H](C)CN([C@@H](C)CO)C3=O)cc1	4.7
COCC(=O)N(C)C[C@@H]1Oc2ncc(C#Cc3ccccc3OC)cc2C(=O)N([C@@H](C)CO)C[C@H]1C	-1.2
O=C(Cc1ccccn1)N[C@@H]1CC[C@@H](CC(=O)N2CCCCC2)O[C@@H]1CO	1.2
COc1ccc(NC(=O)Nc2ccc3c(c2)[C@H]2C[C@H](CC(=O)NCc4ccccn4)O[C@H](CO)[C@H]2O3)cc1	-1.6
C[C@H](CO)N1C[C@H](C)[C@H](CN(C)C(=O)Nc2ccc3c(c2)OCO3)Oc2ccc(NC(=O)CCN3CCOCC3)cc2C1=O	-1.3
CO[C@@H]1CN(C)C(=O)c2cc(NS(C)(=O)=O)ccc2OC[C@H](C)N(C(=O)C2CCCCC2)C[C@@H]1C	3.4
COc1ccccc1-c1cnc2c(c1)C(=O)N([C@@H](C)CO)C[C@H](C)[C@@H](CN(C)C)O2	-0.5
C[C@@H]1CN([C@@H](C)CO)C(=O)Cc2cc(NC(=O)Nc3ccc(F)cc3)ccc2O[C@H]1CN(C)C(=O)Nc1cccc2ccccc12	-0.9
C[C@@H]1CN([C@@H](C)CO)C(=O)c2cc(NC(=O)Nc3ccccc3)ccc2O[C@@H](C)CCCCO[C@H]1CN(C)Cc1ccc2c(c1)OCO2	1.0
Cc1cc(C(=O)Nc2cccc3c2O[C@H](CN(C)C(=O)Nc2ccc(F)cc2)[C@H](C)CN([C@@H](C)CO)C3=O)n(C)n1	0.3
COc1ccc(-c2cnc3c(c2)C(=O)N([C@@H](C)CO)C[C@@H](C)[C@H](CN(C)C(=O)CN(C)C)O3)cc1	-1.9
COc1ccccc1C#Cc1ccc2c(c1)O[C@H](CN(C)Cc1cncnc1)[C@@H](C)CN([C@@H](C)CO)S2(=O)=O	3.7
C[C@H]1CN([C@@H](C)CO)C(=O)c2cc(NC(=O)Cn3cnnn3)ccc2O[C@@H]1CN(C)Cc1ccc(C(F)(F)F)cc1	2.2
COc1ccc(NC(=O)Nc2ccc3c(c2)C(=O)N([C@@H](C)CO)C[C@H](C)[C@H](CN(C)C(=O)c2ccccc2)OCCCC[C@@H](C)O3)cc1	-0.9
Cc1noc(C)c1NC(=O)Nc1ccc2c(c1)C(=O)N([C@@H](C)CO)C[C@@H](C)[C@@H](CN(C)Cc1ccc3c(c1)OCO3)OCCCC[C@@H](C)O2	3.9
C[C@@H]1CCCCO[C@H](CN(C)S(=O)(=O)c2ccccc2)[C@@H](C)CN([C@H](C)CO)C(=O)c2cc(NC(=O)c3ccncc3)ccc2O1	-3.3
Cc1noc(C)c1S(=O)(=O)N(C)C[C@@H]1Oc2ccc(NC(=O)CCCN(C)C)cc2C(=O)N([C@@H](C)CO)C[C@@H]1C	-1.8
COc1cccc(C(=O)Nc2ccc3c(c2)C(=O)N(C)C[C@@H](OC)[C@@H](C)CN(C(=O)C2CCCC2)[C@H](C)CO3)c1	-4.3
CN1CCN(C(=O)C[C@H]2CC[C@@H](NS(=O)(=O)c3cccc(F)c3)[C@H](CO)O2)CC1	-2.7
Cc1cc(C(=O)Nc2cccc3c2O[C@@H](CN(C)CC2CC2)[C@H](C)CN([C@@H](C)CO)C3=O)n(C)n1	1.7
C[C@H](CO)N1C[C@H](C)[C@H](CN(C)Cc2ccc(C(=O)O)cc2)Oc2c(NS(=O)(=O)c3cn(C)cn3)cccc2C1=O	4.4
C[C@H]1CN([C@@H](C)CO)C(=O)c2cccc(NC(=O)C3CCCCC3)c2O[C@@H]1CN(C)CC1CC1	-0.6
C[C@H]1CN([C@@H](C)CO)C(=O)c2cccc(NS(=O)(=O)c3cccs3)c2O[C@@H]1CN(C)S(=O)(=O)c1ccc(F)cc1	-0.9
C[C@H]1CCCCO[C@H](CN(C)S(=O)(=O)c2cn(C)cn2)[C@@H](C)CN([C@@H](C)CO)C(=O)c2cc(NC(=O)C3CCCCC3)ccc2O1	1.0
COC(=O)C[C@@H]1C[C@H]2c3cc(NS(=O)(=O)c4ccc(F)cc4)ccc3O[C@H]2[C@@H](CO)O1	0.3
CC(=O)N(C)C[C@@H]1Oc2ncc(C#CCc3ccccc3)cc2C(=O)N([C@H](C)CO)C[C@H]1C	-0.3
CC(C)NC(=O)N(C)C[C@H]1OCCCC[C@@H](C)Oc2ccc(NS(=O)(=O)c3ccc(F)cc3)cc2C(=O)N([C@@H](C)CO)C[C@@H]1C	1.4
COc1ccc(C(=O)Nc2ccc3c(c2)OC[C@@H](C)N(C(C)=O)C[C@@H](C)[C@@H](OC)CN(C)C3=O)cc1	3.4
CN(C)CCCNC(=O)C[C@@H]1CC[C@@H]2[C@@H](COc3ccc(NC(=O)C4CCC4)cc3C(=O)N2C)O1	-0.2
CCN1[C@@H]2c3cccc(=O)n3C[C@@H]2[C@@H](CO)[C@@H]1C(=O)N1CCc2ccccc2C1	-3.1
CCCC#Cc1ccc([C@H]2[C@@H](CO)N3CCCCN(C(=O)c4ccc5c(c4)OCO5)C[C@@H]23)cc1	1.5
C[C@@H]1CN([C@@H](C)CO)C(=O)c2cc(NC(=O)Cc3ccccc3)ccc2O[C@@H](C)CCCCO[C@@H]1CN(C)C(=O)Nc1ccccc1	-1.4
CNC[C@H]1Oc2ccc(N(C)C)cc2C(=O)N([C@@H](C)CO)C[C@@H]1C	-4.1

An excerpt from above in order of molar mass, falling:
SMILES	Mtb BioA inh
C[C@@H]1CN([C@@H](C)CO)C(=O)c2cc(NC(=O)Cc3ccccc3)ccc2O[C@@H](C)CCCCO[C@@H]1CN(C)C(=O)Nc1ccccc1	-1.4
Cc1cc(C(=O)Nc2cccc3c2O[C@@H](CN(C)CC2CC2)[C@H](C)CN([C@@H](C)CO)C3=O)n(C)n1	1.7
COC(=O)C[C@@H]1C[C@H]2c3cc(NS(=O)(=O)c4ccc(F)cc4)ccc3O[C@H]2[C@@H](CO)O1	0.3
CC(=O)N(C)C[C@@H]1Oc2ncc(C#CCc3ccccc3)cc2C(=O)N([C@H](C)CO)C[C@H]1C	-0.3

Next section
SMILES	Mtb BioA inh
Cc1cc(C(=O)Nc2cccc3c2O[C@H](CN(C)C(=O)NC2CCCCC2)[C@H](C)CN([C@H](C)CO)C3=O)n(C)n1	-1.2
O=C(CN1CCOCC1)NCC[C@H]1CC[C@H](NC(=O)c2ccccc2F)[C@H](CO)O1	0.6
CCC(=O)N(C)C[C@@H]1Oc2cc(-c3ccc(OC)cc3)ccc2S(=O)(=O)N([C@@H](C)CO)C[C@@H]1C	-3.0
COc1cccc(S(=O)(=O)N(C)C[C@H]2OCc3ccccc3-c3c(n(C)c4ccccc34)C(=O)N([C@H](C)CO)C[C@H]2C)c1	0.3
O=C(c1cccc(F)c1)N1C[C@@H]2[C@H](c3ccccc31)[C@H](CO)N2C(=O)Cc1ccccc1	2.6
COc1ccc(CN(C)C[C@H]2Oc3ccc(NC(=O)Cn4cnnn4)cc3CC(=O)N([C@H](C)CO)C[C@@H]2C)cc1	22
C[C@H]1CN([C@@H](C)CO)C(=O)c2cccc(NS(=O)(=O)c3cn(C)cn3)c2O[C@@H]1CN(C)C(=O)Nc1ccc2c(c1)OCO2	-1.9
Cc1cccc(S(=O)(=O)N(C)C[C@H]2OCc3ccccc3-c3c(n(C)c4ccccc34)C(=O)N([C@@H](C)CO)C[C@H]2C)c1	-2.0
O=C(C[C@H]1CC[C@H]2[C@@H](COC[C@H](O)CN2C(=O)c2cnccn2)O1)N1CCN(c2ccccc2)CC1	-1.1
C[C@H](CO)N1C[C@H](C)[C@@H](CN(C)C(=O)Nc2ccc(-c3cccs3)cc2)OCc2cnnn2CCCC1=O	-2.5
O=C(NC1CCCCC1)[C@@H]1[C@@H](CO)[C@@H]2Cn3c(cccc3=O)[C@@H]2N1CC1CCCCC1	-1.2
C[C@@H]1CN([C@H](C)CO)C(=O)c2cccc(NS(=O)(=O)c3cn(C)cn3)c2O[C@@H]1CN(C)S(=O)(=O)c1ccccc1	0.7
CO[C@H]1CN(C)C(=O)c2cc(NC(=O)c3nc4ccccc4s3)ccc2OC[C@@H](C)N(Cc2ccncc2)C[C@@H]1C	-0.9
C[C@H](CO)N1C[C@H](C)[C@@H](CN(C)C(=O)Cc2cccnc2)Oc2ncc(-c3cccnc3)cc2C1=O	-1.7
CCCC(=O)Nc1ccc2c(c1)C(=O)N(C)[C@@H]1CC[C@@H](CC(=O)NCC3CCCCC3)O[C@H]1CO2	-0.4

Quoted at random: 2 entries already listed
SMILES	Mtb BioA inh
O=C(CN1CCOCC1)NCC[C@H]1CC[C@H](NC(=O)c2ccccc2F)[C@H](CO)O1	0.6
CO[C@H]1CN(C)C(=O)c2cc(NC(=O)c3nc4ccccc4s3)ccc2OC[C@@H](C)N(Cc2ccncc2)C[C@@H]1C	-0.9

Additional structures follow:
SMILES	Mtb BioA inh
C[C@H](O)C#Cc1ccc2c(c1)O[C@H](CN(C)C(=O)C1CC1)[C@@H](C)CN([C@@H](C)CO)S2(=O)=O	2.8
C[C@@H]1CCCCO[C@H](CN(C)S(=O)(=O)c2ccccc2)[C@H](C)CN([C@@H](C)CO)C(=O)c2cc(NC(=O)Nc3cccc4ccccc34)ccc2O1	-3.0
C[C@@H]1CN([C@H](C)CO)C(=O)c2cc(NC(=O)Cc3cn(C)c4ccccc34)ccc2O[C@@H]1CN(C)CC1CC1	-0.6
CC(C)C#Cc1ccc2c(c1)O[C@H](CN(C)C(=O)c1cnccn1)[C@H](C)CN([C@@H](C)CO)S2(=O)=O	-1.6
C[C@H](CO)N1C[C@H](C)[C@H](CN(C)Cc2ccc(C(=O)O)cc2)OCCCC[C@H](C)Oc2ccc(NC(=O)CCC(F)(F)F)cc2C1=O	1.4
C[C@H]1CN([C@@H](C)CO)C(=O)Cc2cc(NS(=O)(=O)c3cccs3)ccc2O[C@H]1CN(C)C(=O)Nc1ccc(F)cc1	-0.7
O=C([C@@H]1[C@@H](CO)[C@@H]2Cn3c(cccc3=O)[C@H]1N2Cc1cocn1)N1CCCCC1	0.5
C[C@@H]1CN([C@@H](C)CO)C(=O)c2cc(NC(=O)Nc3ccc(F)cc3)ccc2O[C@@H](C)CCCCO[C@@H]1CN(C)S(=O)(=O)c1ccc(F)cc1	-1.4
CNC[C@H]1Oc2ccc(NC(=O)Nc3ccc4c(c3)OCO4)cc2C(=O)N([C@@H](C)CO)C[C@@H]1C	0.0
COc1cccc(C(=O)Nc2ccc3c(c2)C(=O)N(C)C[C@@H](OC)[C@@H](C)CN(C)[C@H](C)CO3)c1	-1.2
Cc1ccc(S(=O)(=O)N(C)C[C@@H]2OCCCC[C@H](C)Oc3ccc(NC(=O)C4CCCCC4)cc3C(=O)N([C@@H](C)CO)C[C@H]2C)cc1	-1.8
COCC#Cc1cnc2c(c1)C(=O)N([C@H](C)CO)C[C@H](C)[C@@H](CN(C)Cc1ccc(F)cc1)O2	2.5
C[C@H](CO)N1C[C@H](C)[C@H](CN(C)S(=O)(=O)c2ccc(F)cc2)Oc2ccc(NS(=O)(=O)c3cccs3)cc2CC1=O	-0.2
C[C@H](CO)N1C[C@H](C)[C@H](CN(C)C(=O)Nc2ccc(F)cc2)Oc2cc(-c3ccncc3)ccc2S1(=O)=O	2.0
CO[C@@H]1CC[C@@H]2CCOc3ccc(C#N)cc3C(=O)N(C)C[C@H](C)C(=O)N(C)C[C@H]1O2	-2.2
O=S(=O)(c1ccccc1)N1CCCCN2[C@H](CO)[C@H](c3ccc(-c4ccccc4F)cc3)[C@H]2C1	-3.7
C[C@H]1CN([C@@H](C)CO)C(=O)Cc2cc(NC(=O)Cc3ccccc3)ccc2O[C@H]1CN(C)S(=O)(=O)c1ccccc1	3.3
O=C(NCc1cccc(F)c1)[C@@H]1[C@@H](CO)[C@@H]2Cn3c(ccc(-c4cccnc4)c3=O)[C@H]1N2CC1CC1	1.7
